SMN2 splice up: enhancers of SMN2 splice variant expression; Potency, µM (doses to about 46.1 µM), without a hit: at the highest dose activity change, positive = activation, most hits filed as activators; hit rate 2.8% among 210,000; HEK293 SMN2-luciferase splicing reporter, luminescence, 30-36 h; note: % of control where 0% means no effect; nearly all actives have a fitted effect of over 55% in size
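HEK293 cells carry an SMN2 minigene-luciferase reporter in which exon 7 inclusion puts luciferase in frame. Cells were seeded at 2000 cells/well, attached for 10-12 hours, then exposed to compounds for 30-36 hours at 37C before ONE-Glo luminescence.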
JMJD2E inh: JMJD2E (human) inhibition; hit rate 1.6% among 230,000; JMJD2E catalytic domain, FDH-coupled NADH fluorescence (FDH is formaldehyde dehydrogenase); B2RXH2; Potency, µM (series often up to 57.1 µM), inactives show at the highest dose activity change, negative = inhibition, most hits filed as inhibitors; active = well fitted inhibition curve with a large enough effect, not every such curve was filed as active; inconclusive = small, poorly fitted or top-dose-only effect, or another doubt; inactive = no such curve, though single readings can be large or run the other way;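 note: 0% = wells with enzyme and -100% = buffer wells without enzyme; nearly all actives have a fitted effect of over 50% in size; many of its hits are not listed in these tables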
Target sequence (B2RXH2 1-337 limits assumed): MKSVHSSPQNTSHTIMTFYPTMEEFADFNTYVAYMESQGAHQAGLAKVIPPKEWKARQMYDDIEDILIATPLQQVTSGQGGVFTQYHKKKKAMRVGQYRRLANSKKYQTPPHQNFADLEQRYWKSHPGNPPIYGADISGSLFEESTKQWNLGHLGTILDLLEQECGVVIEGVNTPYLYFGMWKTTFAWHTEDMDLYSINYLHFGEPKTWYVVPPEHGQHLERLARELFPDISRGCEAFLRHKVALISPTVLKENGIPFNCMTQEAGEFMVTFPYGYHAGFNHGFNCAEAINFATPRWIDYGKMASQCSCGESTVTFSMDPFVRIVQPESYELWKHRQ
Lamin A splicing: modulators of lamin A splicing. hit rate 0.01% among 200,000. Potency, µM (series often up to 46.1 µM), for inactives: top-dose ratio change, negative = inhibition, hits mostly inhibitors. HeLa LMNA splicing GFP/RFP minigene ratio, 48 h; active = well fitted inhibition curve with a large enough effect in the signal ratio, with a control signal flat, not every such curve was filed as active; inconclusive = small, poorly fitted or top-dose-only effect, or effect the other way, or a change in a side signal; the % refers to the signal ratio; note: % is set by controls: 0 for no effect and ±100 for the full control effect
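S3 HeLa cells stably expressing lamin A-EGFP splicing minigene plus DsRed2, 600 cells/well, 48 h compound exposure at 37C. Laser-scanning cytometry; analysed as GFP (500-530 nm)/RFP (575-640 nm) total intensity ratio; 0.5% DMSO vehicle.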
TRb SRC2 PPI: TRbeta-SRC2 interaction inhibition; TRbeta-SRC2 peptide binding, fluorescence polarization; receptor liganded with 1 µM T3; Potency, µM (top dose mostly 106 µM), without a hit: at the top dose activity change, negative = inhibition, most hits filed as inhibitors; hit rate 0.065% among 280,000;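 note: plate controls were bound peptide for no effect and peptide without receptor for full effect; nearly all actives have a fitted effect of over 50% in size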
Target sequence (P10828 whole entry, looked up): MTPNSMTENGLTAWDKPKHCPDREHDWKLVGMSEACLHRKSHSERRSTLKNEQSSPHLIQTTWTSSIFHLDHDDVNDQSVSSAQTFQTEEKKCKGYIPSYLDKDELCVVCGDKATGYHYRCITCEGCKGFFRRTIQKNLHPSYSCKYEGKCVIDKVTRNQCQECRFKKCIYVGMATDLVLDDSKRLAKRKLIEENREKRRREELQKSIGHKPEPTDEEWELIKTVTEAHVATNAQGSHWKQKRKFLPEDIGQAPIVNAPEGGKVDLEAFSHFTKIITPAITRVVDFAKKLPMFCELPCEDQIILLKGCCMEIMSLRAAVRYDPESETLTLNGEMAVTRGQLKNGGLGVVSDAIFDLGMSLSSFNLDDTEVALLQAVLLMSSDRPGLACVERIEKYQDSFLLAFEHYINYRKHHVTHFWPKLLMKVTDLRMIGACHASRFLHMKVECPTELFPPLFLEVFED
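Human TRb ligand-binding domain (0.6 uM) is mixed with 20 nM Texas Red SRC2 peptide and 1 uM T3; after compound addition and 5 hr at ambient temperature, polarization is measured and normalized to unbound and bound controls.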
ALDH1A1 block: ALDH1A1 (human) enzyme inhibition; AID 1030; Purified ALDH1A1, NADH fluorescence, propionaldehyde substrate; hit rate 7.3% among 220,000; Potency, µM (doses to about 75.3 µM), inactives show at the highest dose activity, negative = inhibition, actives largely listed as inhibitors; P00352; active = well fitted inhibition curve with a large enough effect, not every such curve was filed as active; inconclusive = small, poorly fitted or top-dose-only effect, or another doubt; inactive = no such curve, though single readings can be large or run the other way;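 note: plate controls were no enzyme wells and a reference inhibitor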
GoLoco inh red: RGS12 GoLoco-Gai1 interaction inhibition; Potency, µM (series often up to 61.6 µM), for inactives: top-dose activity, negative = inhibition, hits mostly inhibitors; hit rate 0.44% among 230,000; Gai1:RGS12 GoLoco peptide FP, rhodamine, 10 min; AID 880; active = well fitted inhibition curve with a large enough effect, not every such curve was filed as active; inactive = no such curve, though single readings can be large or run the other way; note: % is set by controls: 0 for no effect and ±100 for the full control effect; nearly all actives have a fitted effect of over 30% in size; many of its hits are not listed in these tables
TR SRC2 fluor cs: counter-screen for TRb-SRC2 inhibitors: fluorescence interference | TRb/SRC2 Texas Red total fluorescence interference | Potency, µM (highest dose often 106 µM), for inactives: top-dose fluorescence change, negative = quenching | hit rate 0.29% among 280,000; active = well fitted curve in either direction with a large enough effect; inconclusive = small, poorly fitted or top-dose-only effect; note: % is set by controls: 0 for no effect and ±100 for the full control effect
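Human TRβ ligand-binding domain (0.6 uM) and Texas Red SRC2 peptide (20 nM) in Tris buffer with 1 uM T3 and 5% DMSO were incubated with pinned compound for 5 hr at ambient temperature. Total fluorescence was computed as S + 2P (555/632 nm).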
RECQ1 helicase: blocks DNA unwinding by human RECQ1; P46063; RECQ1 DNA unwinding, red fluorescence kinetic read; Potency, µM (highest dose often 57.3 µM), for the others: top-dose activity, negative = inhibition, usual class: inhibitors; hit rate 0.54% among 240,000; AID 2549;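 note: plate controls were vehicle for no effect and no enzyme for full effect; nearly all actives have a fitted effect of over 30% in size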
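RECQ1T1 50 nM; forked duplex (20 bp + 30-nt ss tails) 200 nM, ATP 2 mM final; pH 8.0, 2 mM MgCl2, 2.5 ug/ml poly(dI-dC); 15 min compound preincubation; discontinuous kinetic read over 2 h at RT.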
Numbers without * were called inactive; i = inactive; ? = inconclusive; . = no result given; [ ] = dose if it differs, or a comment. Unless noted, calls come from the whole dose curve; as a rule, active = well fitted curve in the direction sought with a large enough effect; inconclusive = small, poorly fitted or top-dose-only effect, or another doubt; inactive = no such curve, though single readings can be large; an effect the other way counts as inactive or inconclusive. Potency is the fitted concentration of half-maximal effect. Only part of the results is shown (hit frequency here may not be typical).

Below each compound – ALDH1A1 block	JMJD2E inh	TR SRC2 fluor cs	GoLoco inh red	RECQ1 helicase	Lamin A splicing	SMN2 splice up	TRb SRC2 PPI
CCOC(=O)c1cc(NC(=O)Nc2ccc(Br)cc2)c(C)nc1C
  5%	4%	-1%	8%	-10%	4%[9.22 µM]	4%	-3%
CC(=O)c1ccc(NC(=S)N(CCCN(C)C)Cc2ccccc2)cc1
  .	7%	-5%	-33%	i	.	.	-3%
COC(=O)c1ccccc1NC(=O)NCc1c(C)nn(C)c1C
  ?	?	2%	0%	-4%	0%[46 µM]	.	-8%
COc1ccccc1Cn1nnc2c(=O)[nH]c(C3CCN(C(=O)c4ccccc4Cl)CC3)nc21
  ?	-1%	-1%	6%	i	19%	-2%	-5%
Cc1coc(=N)n1CC(=O)c1ccc(Cl)cc1
  -15%	-6%	-1%	12%	i	.	.	-4%
CCN(CC)CCn1c(N)nc2ccccc21
  .	-2%	-1%	6%	30%	.	.	0%
CN1CCN(C(=O)c2cc3nc(-c4ccc(F)cc4)cc(C(F)(F)F)n3n2)CC1
  -6%	?	0%	1%	-12%	-4%	-30%	-12%
COc1ccc(-c2c3c(nc4sc(C(=O)Nc5cc(C)on5)c(N)c24)CCC3)cc1
  ?	?	0%	11%	-7%	-7%	43%	0%
CCCC(=O)Nc1nnc(-c2ccc(Cl)s2)o1
  -7%	?	0%	3%	-11%	-4%	-2%	1%
C=CCOc1ccc2nnc(C)n2n1
  ?	?	2%	3%	-2%	0%	15%	3%
Cc1ccc(Cl)cc1NC(=O)COC(=O)c1ccccc1O
  ?	?	-5%	3%	21%	.	.	-4%
O=c1c2ccccc2ncn1CCCSc1ccccc1
  -3%	-1%	-5%	0%	-5%	2%	-5%	-1%
COc1ccc(C(=O)Oc2cc(/C=N/NS(=O)(=O)c3ccc(C)cc3)ccc2OC)cc1
  4%	3%	-1%	12%	-6%	5%	-9%	-5%
CCOC(=O)c1cc(-c2ccccc2)n(CC(=O)Nc2ccc(OC)cc2)c1C
  10%	-5%	0%	4%	4%	-2%	-6%	0%
CCN(Cc1cnn(C)c1)Cc1nc(Cc2ccccc2Cl)no1
  3%	-4%	-2%	9%	-3%	?	.	0%

Remaining list, next part
Below each compound – ALDH1A1 block	JMJD2E inh	TR SRC2 fluor cs	GoLoco inh red	RECQ1 helicase	Lamin A splicing	SMN2 splice up	TRb SRC2 PPI
COc1cccc(OC)c1OCCCN1CCOCC1
  -4%	-4%	-5%	-4%	-1%	6%	-22%	-7%
COc1ccc(-c2nc3ccccc3c(=O)n2N)cc1
  7%	-1%	0%	4%	i	14%	7%	-6%
O=C(CSc1nc2ccccc2o1)N/N=C/c1ccc(C(=O)O)cc1
  .	0%	-1%	6%	4%	.	.	-5%
COc1ccccc1N1C(=O)CC(N(O)c2ccccc2)C1=O (configuration not stated)
  1%	6%	1%	2%	-4%	3%[46 µM]	.	2%
CC/C(C)=C1\SC(N2CCN(C(C)=O)CC2)=NC1=O
  ?	-10%	0%	-3%	14%	5%	?	-6%
Cc1ccc(C(=O)O)cc1NC(=O)CCc1ccccc1
  8%	-6%	0%	-8%	-5%	-6%[46 µM]	8%	1%
O=S(=O)(c1ccc2ccccc2c1)n1cnc2ccccc21
  ?	4%	-1%	8%	-11%	?	-9%	2%
CC1CCc2c(C(=O)Nc3ccccn3)csc2C1 (configuration not stated)
  .	-1%	-3%	54%[activator]	-13%	.	.	0%
CC(=O)Nc1ccc(SCC(=O)O)cc1
  0%	-2%	-2%	-2%	10%	-10%[46 µM]	4%	0%
COCCCn1c(SCC(=O)Nc2nnc(C)s2)nnc1-c1ccoc1C
  18%	13%	-2%	-1%	-1%	8%	4%	4%
CC(=O)Nc1cc(S(=O)(=O)Nc2ccccc2C)c(C)cc1C
  2%	-2%	-2%	9%	-6%	-6%	-3%	-4%
O=C(COc1ccccc1)NC1CCN(Cc2ccccc2)CC1
  3%	-3%	-3%	19%	-2%	2%	.	0%
C(=N\N=C\c1ccccc1)/c1ccccc1
  5%	10%	-9%	-8%	-7%	?	7%	-3%
Cc1[nH]n(-c2ccccc2)c(=O)c1S(=O)(=O)c1ccccc1
  ?	-16%	-1%	7%	-14%	-7%	3%	-9%
COc1ccc(CNC(=O)CN2C(=O)C3C4C=CC(C4)C3C2=O)cc1 (configuration not stated)
  ?	-12%	-1%	1%	1%	.	23%	2%

Fetched one by one from above (three):
Below each compound – ALDH1A1 block	JMJD2E inh	TR SRC2 fluor cs	GoLoco inh red	RECQ1 helicase	Lamin A splicing	SMN2 splice up	TRb SRC2 PPI
O=c1c2ccccc2ncn1CCCSc1ccccc1
  -3%	-1%	-5%	0%	-5%	2%	-5%	-1%
CN1CCN(C(=O)c2cc3nc(-c4ccc(F)cc4)cc(C(F)(F)F)n3n2)CC1
  -6%	?	0%	1%	-12%	-4%	-30%	-12%
CCCC(=O)Nc1nnc(-c2ccc(Cl)s2)o1
  -7%	?	0%	3%	-11%	-4%	-2%	1%

(continued)
Below each compound – ALDH1A1 block	JMJD2E inh	TR SRC2 fluor cs	GoLoco inh red	RECQ1 helicase	Lamin A splicing	SMN2 splice up	TRb SRC2 PPI
COc1ccc(C2C(C(=O)NCC3CCCO3)CCC(=O)N2c2ccc3c(c2)OCO3)cc1 (configuration not stated)
  14µM*	-4%	-4%	-2%	-5%	10%	1%	4%
COC(=O)C1(C)C=C2C(=C(c3ccccc3)C(=O)C2C)CN1 (configuration not stated)
  ?	-21%	-2%	2%	i	.	-6%	4%
COc1cccc(C2NC(CC(C)C)(C(=O)O)C3C(=O)N(Cc4ccccc4)C(=O)C23)c1O (configuration not stated)
  12%	-7%	-6%	7%	10%	1%	?	-3%
CC(CN1CCCCC1)OC(=O)c1ccccc1Cl (configuration not stated)
  2%	5%	4%	-5%	i	6%	24%	-16%
O=C(C1=C[C@@H](c2ccc(Br)cc2)C[C@@H](OCCCCO)O1)N1CCOCC1
  -2%	0%	1%	0%	-7%	.	.	2%
CCS(=O)(=O)c1ccc(O)c(N2C(=O)C3C4C=CC(C4)C3C2=O)c1 (configuration not stated)
  8%	-3%	-4%	3%	-9%	-3%	11%	-8%
O=C(c1c(Cl)nc2sccn12)N1CCCc2ccccc21
  ?	-1%	-2%	-15%	-14%	-9%	-10%	-17%
O=C1CCC(=O)N1c1cccc(-c2nc3ccccc3o2)c1
  ?	?	-3%	-3%	-6%	5%	-1%	-16%
COC(=O)CSC1=C(C#N)C(=O)NC(c2ccccc2)S1 (configuration not stated)
  24µM*	?	4%	-7%	i	14%	?	-11%
O=C(NC(=S)Nc1cccc(-c2ccc(CO)o2)c1)c1cccs1
  ?	-29%	1%	4%	i	-2%[46 µM]	8%	5%
COc1cc(C2c3c([nH]c(=O)[nH]c3=O)Nc3ccc4ccccc4c32)cc(OC)c1OC (configuration not stated)
  ?	?	-6%	0%	i	.	.	-7%
Cc1cccc(Nc2nc(CC(=O)O)cs2)c1
  0%	-1%	0%	10%	-13%	-2%[9.22 µM]	2%	-4%
CN1CCc2c(sc3c2C(=O)NC(c2cccc(OC(=O)c4cccs4)c2)N3)C1 (configuration not stated)
  ?	?	5%	50%[activator]	27%	-17%	?	2%
COc1ccc(C(=O)c2coc3ccc(O)c(CN4CCOCC4)c23)cc1
  -6%	5%	1%	0%	1%	-5%	-4%	3%
CC(=O)c1cccc(NC(=O)NCCc2c[nH]c3ccccc23)c1
  .	-9%	-2%	6%	-14%	.	.	3%

Continuation:
Below each compound – ALDH1A1 block	JMJD2E inh	TR SRC2 fluor cs	GoLoco inh red	RECQ1 helicase	Lamin A splicing	SMN2 splice up	TRb SRC2 PPI
COc1cc(/C=C(\C#N)C(=O)NCC2CCCO2)ccc1OCC(=O)O (configuration not stated)
  ?	?	-8%	2%	4%	.	.	-5%
COC(=O)c1ccc(NC(=O)c2ccc3c(c2)OCO3)cc1
  3%	6%	0%	-7%	-3%	-5%	?	-3%
Cc1ccc(C2=NN(C(=S)Nc3ccccc3)C(c3ccco3)C2)cc1 (configuration not stated)
  -9%	4%	2%	10%	-6%	-1%[0.0737 µM]	13µM*	-1%
O=C(c1ccco1)[C@@H]1[C@@H]2C(=O)N(c3ccc(F)cc3)C(=O)[C@@H]2[C@H]2C=Cc3ccccc3N21
  ?	-17%	2%	11%	?	?	14%	13%
COc1ccc(C(=O)[C@]2(C)C=C(c3ccc(OC)cc3)[C@H](C)C2)cc1
  2%	-7%	-1%	2%	-8%	.	2%	1%
CC(Sc1nnc(COc2ccc([N+](=O)[O-])cc2)n1C)C(=O)O (configuration not stated)
  -4%	-6%	-6%	10%	-5%	16%[46 µM]	.	1%
CCc1ccc(/C=C2\Oc3cc(OC(=O)N4CCOCC4)ccc3C2=O)cc1
  -12%	?	0%	-20%	-7%	?	-47%[inhibitor]	-2%
CCOC(=O)C1CCN(Cc2cccc(OC)c2)CC1
  32µM*	?	2%	8%	10%	-8%	-30%	-9%
COc1cccc(CN2C(=O)C3(C(C#N)=C(N)OC4=C3C(=O)CCC4)c3ccccc32)c1 (configuration not stated)
  ?	2%	0%	-1%	-3%	-9%	-1%	2%
Cc1cc(C)c2[nH]c(=O)c(CN(Cc3cccnc3)C(=S)NCCCN(C)C)cc2c1
  ?	?	1%	0%	i	-21%[46 µM]	.	-6%
Cc1cc(C)nc(N/N=C/c2ccccc2Cl)n1
  .	0%	-4%	-7%	i	.	.	-11%
CCN1CCN(C(=O)c2cnn3c(C(F)F)cc(-c4ccc(C)cc4)nc23)CC1
  ?	?	-2%	10%	-5%	11%	15%	-4%
Cc1nc2ccccc2cc1C(=O)Nc1ccccc1Cl
  3%	2%	-1%	1%	-3%	.	4%	-10%
CC1CCC(NS(=O)(=O)c2ccc3c(c2)n(C)c(=O)c(=O)n3C)CC1 (configuration not stated)
  ?	?	1%	9%	-9%	6%	21%	-2%
Cc1ncc(C[n+]2csc(CCOC(=O)C34CC5CC(CC(C5)C3)C4)c2C)c(N)n1
  -2%	-8%	-2%	9%	17%	6%[46 µM]	-13%	5%
